H9c2 TAG inh = inhibitors of triacylglycerol accumulation, primary screen, cell-based, uHTS, fluorescence, H9c2. H9c2 cells, Nile Red lipid (TAG) fluorescence; cells loaded with 200 µM oleic acid. inhibition, % at 12.5 µM. 0.66% of 230,000 active. AID 651582, 2012;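 active = pattern-corrected inhibition of lipid staining of at least 50% with the nuclear-stain viability signal not falling by more than 50%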;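 note: 0% = DMSO wells and 100% = triacsin C control wells; some results filed as inactive read as strong as hits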
H9c2 TAG inh DAPI viability = second read-out of H9c2 TAG inh, no call of its own (marks repeat the call); DAPI nuclei signal change (viability), lower = more cytotoxic, %;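 whole-well DAPI fluorescence read on a plate reader as a viability signal; minus 50 percent equals half of cells still viable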
Starred values were filed as active, the others as inactive; & = joins results of further samples. This is a subset; rates above refer to the full screens.

SMILES | H9c2 TAG inh | H9c2 TAG inh DAPI viability
CCOc1ccc(-n2c(=O)c3c4c(sc3n(CC(=O)NCCCOC)c2=O)CCCCC4)cc1 | -3 | 4
OC[C@@H]1CN(Cc2ccc(F)cc2)C[C@H](n2cnc3c(NC4CC4)ncnc32)O1 | 21 | 2
Cc1ccc(N2C(=O)CCC2(C#N)c2ccccc2)cc1 (configuration not stated) | -5 | 7
O=[N+]([O-])c1ccccc1CSc1ccccn1 | -1 | 1
CCn1cc(CN2CCC(n3nccc3NC(=O)CCOc3ccccc3)CC2)cn1 | -4 | 8
CCOC(=O)C1C(=O)NC(N2CCN(Cc3ccccc3)CC2)=NC1c1ccco1 (configuration not stated) | 2 | 5
CCc1ccc(NC(=O)CCc2nc3ccccc3[nH]2)cc1 | 12 | -9
O=C(NCCOc1ccccc1)C1CCC(=O)N(CCCN2CCOCC2)C1 (configuration not stated) | 16 | -3
Cn1c2c(c(=O)n(C)c1=O)C1(C(=O)Nc3ccccc31)C(C#N)=C(N)O2 (configuration not stated) | 9 | -11
CCN(c1ccccc1)S(=O)(=O)c1ccc2[nH]cc(C(=O)N3CCOCC3)c(=O)c2c1 | -5 | -2
COCCN(C(=O)COC(=O)/C=C/c1ccc(Cl)c(Cl)c1)c1c(N)n(Cc2ccccc2)c(=O)[nH]c1=O | 8 | 0
CCOC(=O)N/N=C1\CC(C)S(=O)(=O)c2ccc(Cl)cc21 (configuration not stated) | 23 | -10
O=C(NCCCl)c1ccc(OCc2ccccc2)cc1Cl | -18 | 12
COC(=O)c1ccc2c(c1)c(C#Cc1ccccc1)c(-c1ccccc1)n2C | 5 | 158
NC(=S)N/N=C/c1cccc(/C=N/NC(N)=S)c1 | 9 | -2
CC(=O)Nc1ccc(CN2CCN(C3CCCCC3)C(CCO)C2)cc1 (configuration not stated) | -15 | 71
O=S(=O)(Nc1ccc(-c2ccc3nncn3n2)cc1)c1ccc(Cl)s1 | -2 | -2
Nn1c(SCC(=O)NNC(=O)c2ccccc2)nnc1-c1ccccc1F | -43 | 4
CCCCC(=O)Nc1ccc(Br)cn1 | 4 | 1
Cc1nnc2n(Cc3ccccc3)c(=O)c3c4c(sc3n12)COC(C)(C)C4 | 13 | -7

Pulled by structure from the entries so far, 5 records:
SMILES | H9c2 TAG inh | H9c2 TAG inh DAPI viability
OC[C@@H]1CN(Cc2ccc(F)cc2)C[C@H](n2cnc3c(NC4CC4)ncnc32)O1 | 21 | 2
Cc1nnc2n(Cc3ccccc3)c(=O)c3c4c(sc3n12)COC(C)(C)C4 | 13 | -7
Cn1c2c(c(=O)n(C)c1=O)C1(C(=O)Nc3ccccc31)C(C#N)=C(N)O2 (configuration not stated) | 9 | -11
CCOC(=O)N/N=C1\CC(C)S(=O)(=O)c2ccc(Cl)cc21 (configuration not stated) | 23 | -10
CC(=O)Nc1ccc(CN2CCN(C3CCCCC3)C(CCO)C2)cc1 (configuration not stated) | -15 | 71

Next part
SMILES | H9c2 TAG inh | H9c2 TAG inh DAPI viability
CC(C)(C)c1ccc(-c2cnco2)cc1 | 7 | 6
O=C(/C=C/c1ccc2ccccc2n1)N1CCN(c2ccccc2)CC1 | 4 | -1
CCOC(=O)c1ccc(NC(=O)CSc2nnc(COc3ccccc3)n2C)cc1 | 4 | -2
CCOCCCNC(=S)NCCNc1nc2ccc(C)cc2cc1C#N | 19 | 22
CCOC(=O)CSc1nc2cc3c(cc2cc1C#N)OCO3 | 16 | 5
COC(=O)c1ccccc1S(=O)(=O)N1CCC(C(=O)N(C)CCOc2ccccc2)CC1 | 0 | -7
NC(=O)C1CCN(C(=O)c2cc3c(s2)CCCCC3)CC1 | 0 | -6
O=C1CN(C(=O)c2cc3ccccc3oc2=O)C(c2ccc(F)cc2)c2cc(Br)ccc2N1 (configuration not stated) | -9 | -9
CC(C)CN1CCN(Cc2cnc(N3CCOCC3)s2)CC1CCO (configuration not stated) | 10 | -2
CCOC(=O)C1(CCOc2ccccc2)CCN(Cc2ccc(C)o2)CC1 | -1 | 1
Cc1nnc2ccc(-c3ccc(NS(=O)(=O)c4ccccc4F)cc3)nn12 | 25 | -6
COCCNCCOc1ccc(C)cc1[N+](=O)[O-] | -4 | 12
CCOC(=O)Cn1nc2oc(=O)c(CCN3CCN(c4ccccc4OC)CC3)c(C)c2c1C | 2 | 0
COc1cccc(CNC(=O)C2CCN(S(=O)(=O)c3cnc[nH]3)CC2)c1 | 4 | -13
CCc1cc(=O)oc2cc(OCC(=O)O)c(Cl)cc12 | -10 | 10
O=C(NCc1ccc2c(c1)OCO2)C(=O)NCC1OCCN1S(=O)(=O)c1ccc(Cl)cc1 (configuration not stated) | 16 | 2
Cc1ccc2nc(NC(=O)CC3Oc4ccccc4NC3=O)sc2c1 (configuration not stated) | 10 | -9
CCN(CC)S(=O)(=O)c1cc(C)c(C)cc1OCC(=O)NC1CCCC1 | -6 | -12
O=C(CC1CCCC1)N1CCCC(Nc2cccc(F)c2)C1 (configuration not stated) | -26 | 0
CC(C)Oc1ccc(C2CNC(=O)C2)cc1 (configuration not stated) | 1 | 2

The final 4 records of the part above open the next one:
SMILES | H9c2 TAG inh | H9c2 TAG inh DAPI viability
Cc1ccc2nc(NC(=O)CC3Oc4ccccc4NC3=O)sc2c1 (configuration not stated) | 10 | -9
CCN(CC)S(=O)(=O)c1cc(C)c(C)cc1OCC(=O)NC1CCCC1 | -6 | -12
O=C(CC1CCCC1)N1CCCC(Nc2cccc(F)c2)C1 (configuration not stated) | -26 | 0
CC(C)Oc1ccc(C2CNC(=O)C2)cc1 (configuration not stated) | 1 | 2
COCc1ccc(CN2CCCC(CCC(=O)NCc3cccc(OC)c3)C2)o1 (configuration not stated) | 8 | -10
Nc1c(C(=O)Nc2ccc3c(c2)OCCO3)nnn1Cc1ccc(Cl)cc1 | -9 | 1
O=C(Nc1cccc(Cl)c1)N1CCN(c2ncccn2)CC1 | 0 | -4
CCCCc1ccc(-c2csc(/C(C#N)=C/c3ccc(C)o3)n2)cc1 | -14 | 3
Cc1ccc(CN(C)C(=O)CCNS(=O)(=O)c2ccccc2)o1 | 0 | 8
COc1ccc2[nH]c3c(=O)n(Cc4ccco4)cnc3c2c1 | -3 | 8
CSCCC1COC(c2cccs2)=N1 (configuration not stated) | 3 | 6
COc1cccc(-c2nc(NCc3ccco3)c3ccccc3n2)c1O | 10 | 7
Cc1onc(-c2ccccc2)c1C(=O)/C=C/N(C)C | -7 | 1
O=C1N=c2ccc(Br)cc2=C1c1sc(=S)n(NS(=O)(=O)c2ccccc2)c1O | 7 | -14
O=C(O)c1cc2nccc(-c3ccc(F)cc3)n2n1 | -5 | 7
Cc1nc(Cl)c(C(=O)NC(=O)Nc2cccc(C(F)(F)F)c2)c(C)c1[N+](=O)[O-] | -1 | 14
COc1ccc(Cc2nc(-c3ccccn3)no2)cc1OC | -5 | -1
CC(=O)Nc1ccc(NC(=O)CCCSc2nc3ccccc3s2)cc1 | -5 | 4
COc1ccc(C(=O)NCCCn2ccnc2)cc1[N+](=O)[O-] | -5 | 7
Cc1cc(C)c(C)c(S(=O)(=O)N[C@@H](C)C(=O)OCC(N)=O)c1C | 6 | 3
C#Cc1ccc(NC(=O)C2(C)CCN2C(=O)Cc2ccc(-c3ccccc3)cc2)cc1 (configuration not stated) | -7 | 3
O=C(/C=C/c1ccc(S(=O)(=O)N2CCOCC2)cc1)NCc1ccccc1F | -8 | 2
CC(C)C[C@H](NC(=O)c1nc[nH]c1C(=O)N1CCNCC1)C(=O)OC(C)(C)C | -8 | 3
COc1ccc(NC(=O)CS(=O)CC(=O)NCC2OCCc3ccccc32)cc1 (configuration not stated) | 16 | -19

Record cards, from the list above. Order of screens: H9c2 TAG inh | H9c2 TAG inh DAPI viability
Cc1onc(-c2ccccc2)c1C(=O)/C=C/N(C)C reads -7 | 1
O=C1N=c2ccc(Br)cc2=C1c1sc(=S)n(NS(=O)(=O)c2ccccc2)c1O reads 7 | -14

(cont.)
SMILES | H9c2 TAG inh | H9c2 TAG inh DAPI viability
CCOC(=O)c1[nH]c(=S)[nH]c1C | 9 | -3
O=C(c1ccc2c(c1)OCO2)N1CCN(S(=O)(=O)c2ccccc2)CC1 | 4 | 0
COCCNC(=O)CN(C(=O)CCC(=O)Nc1ccccn1)c1ccc(F)c(Cl)c1 | -5 | -5
CC(=O)N1Cc2ccccc2CC1C(=O)OCC(=O)c1c(N)n(C)c(=O)n(C)c1=O (configuration not stated) | 2 | -4
Cc1ccc(Cl)cc1NC(=O)N[C@@H](CC(C)C)C(=O)O | 6 | 7
O=C1CCCC2=C1CC(C(=O)OCc1ccccc1)C(=O)N2Cc1ccccc1 (configuration not stated) | -7 | -9
ClC(Cl)(Cl)c1nc(N/N=C/c2ccncc2)c2ccccc2n1 | 5 | 3
O=C(Nc1ccccc1Cl)c1ccccc1 | 6 | -5
COc1ccccc1S(=O)(=O)Cc1ccc(C(=O)N2CCN(c3cccc(Cl)c3)CC2)o1 | 13 | -5
COc1ccc(Nc2nc(C)cc(C)c2C#N)cc1OC | 7 | -3
Cc1ccc2[nH]cc(C(=O)CN3CCN(c4ccccn4)CC3)c2c1 | -12 | 5
O=C(Nc1ccccc1Cl)c1cccc(NC(=O)C2CCCC2)c1 | 16 | -1
COc1ccc(-c2coc3cc(OC4OC(CO)C(O)C(O)C4O)cc(O)c3c2=O)cc1 (configuration not stated) | -6 | -2
CCOC(=O)/C(C#N)=C1/CCCCCN1C | -2 | 6
O=C(CSc1ccccc1)Nc1cc(S(=O)(=O)N2CCOCC2)ccc1N1CCOCC1 | 3 | -4
CC(NC(=O)COC(=O)c1cc(S(=O)(=O)N2CCOCC2)ccc1F)c1ccccc1 (configuration not stated) | 2 | -15
CCOc1ccc(C2N(c3ccc(OC)cc3)C(=O)C3CCCN32)cc1OC (configuration not stated) | -4 | -2
O=c1c2ccccc2nnn1CSc1nnc(C2COc3ccccc3O2)n1-c1ccccc1 (configuration not stated) | 9 | -12
O=C(NC1CCCCCC1)c1cccc(COCC(F)(F)F)c1 | 1 | -1
CC1(C)SC(=S)N(/N=C/c2ccccc2)C1N(O)C(=O)Nc1ccc([N+](=O)[O-])cc1 (configuration not stated) | -5 | 0
CC(C)c1ccc(OCC(O)CN2CCN(c3ccccc3)CC2)cc1 (configuration not stated) | -14&2 | 15&-5
COCCCNC(=O)c1ccccc1C(F)(F)F | -5 | 0
O=C(CCNC(=O)c1ccc(Br)cc1)NNC(=O)c1ccccc1 | 7 | -3
CC(C)NC(=O)C1(C)CCCN1Cc1csc2ccccc12 (configuration not stated) | -6 | 14
CC1(C)CC(/C=C/c2ccccc2)=Nc2ccccc2N1 | 5 | -9
CCCCNS(=O)(=O)CCNCCc1ccccc1 | 12 | 0
COC(=O)c1cc(=O)nc2sc3cc(OC)ccc3n12 | 24 | -2
COc1ccccc1N1CCNC(C)C1=O (configuration not stated) | 3 | 1
O=C(NNS(=O)(=O)c1ccc(F)cc1)c1cnn(-c2ccccc2)c1C(F)(F)F | 2 | -1
C(/C=C/c1ccccn1)=C\c1ccccc1 | 3 | 4
CCOC(=O)C(=O)NNc1ccc(C)cc1 | -11 | 5
Cc1cccc(C(=O)NC(=O)Nc2c(C)cc(C)nc2C)c1 | -2 | -2
CC(C)OC(=O)CC(=O)CSc1nc2c(cc1C#N)CCCCC2 | 4 | -6
CCc1ccc(C(=O)C(C)OC(=O)Cc2n[nH]c(=O)c3ccccc23)cc1 (configuration not stated) | 15 | -18
COc1ccc(-c2cc(C(F)(F)F)nc(N3CCN(C)CC3)n2)cc1 | 39 | 47
O=C(CN1C(=O)NC2(CCCC2)C1=O)OCc1ccc(Cl)c(Cl)c1 | 8 | -5
O=C1COc2cc(ccc2[N+](=O)[O-])Oc2ccc(cc2Cl)C(=O)CCCCO1 | -7 | -1
COCCNC(=O)Cn1cnc2c(cnn2-c2ccc(C)cc2)c1=O | 4 | 1
C=CCn1cc(C(=O)NCc2cccnc2)c(=O)c2cc(S(=O)(=O)N(CC)CC)ccc21 | 5 | -17
COc1ccc(C(CNC(=O)COc2cccc(C)c2)N2CCCC2)cc1 (configuration not stated) | -2 | 9
Cc1noc(C)c1COc1cccc(C(=O)OC(C)C(=O)Nc2c(C)n(C)n(-c3ccccc3)c2=O)c1 (configuration not stated) | -6 | 2
Cc1ccccc1Nc1sc(C(=O)Nc2cccc(Cl)c2)c(N)c1C(N)=O | 1 | -2
O=C1CN(C(=O)C2CCC(=O)N(CCc3ccc(Cl)cc3)C2)CCN1 (configuration not stated) | -14 | 0
CN(C)c1cc(-c2ccccc2)nc(N)n1 | 14 | 0
COc1ccc(-c2nc(CN3CCN(C(=O)c4ccco4)CC3)c(C)o2)c(F)c1 | 6 | 4
CCOC(CCNC(=O)c1cn(-c2cccc(C)n2)cn1)OCC | -12 | 0
CCn1c2ccccc2c2nnc(SCCN3CCCCC3)nc21 | -16 | 0
O=C(NCCSc1c[nH]c2ccccc12)c1ccc2c(c1)OCO2 | -29 | -13
O=C(O)c1cc(/C=C/c2ccc(N3CCOCC3)c([N+](=O)[O-])c2)nc2ccccc12 | 4 | 10
Nc1c(-c2ccccc2)cnn1C1CCS(=O)(=O)C1 (configuration not stated) | -5 | -6
O=C(OCC(=O)N1CCc2ccccc21)c1ccncc1 | -10 | -3
O=C(Cn1ncc2c(=O)oc3ccccc3c21)NCC1COc2ccccc2O1 (configuration not stated) | -3 | 7
CC(C)(C)c1ccc(S(=O)(=O)NC(=O)C2(C)CCN2C(=O)CC2CCCCC2)cc1 (configuration not stated) | -6 | 6

High-throughput results deposited in PubChem by Sanford-Burnham Center for Chemical Genomics.
